# Compound activity deposited in PubChem by National Center for Advancing Translational Sciences (NCATS).
# Pin1 inhibitor: human Pin1 inhibition. Q13526. Pin1 FP peptide displacement, HiFluor488, 10 min. Potency, µM (top dose mostly 115 µM), without a hit: at the highest dose activity, negative = inhibition, most hits filed as inhibitors. 390,000 compounds, 0.009% hits. AID 504891; active = well fitted inhibition curve with a large enough effect in the polarisation, with a control signal flat, not every such curve was filed as active; inconclusive = small, poorly fitted or top-dose-only effect, or effect the other way, or a change in a side signal; inactive = no such curve, though single readings can be large or run the other way; the % refers to the polarisation; also: potency is read from the fitted curve at half-maximal effect; % is scaled to controls: 0 for no effect and ±100 for the full control effect
# Target sequence (Q13526 whole entry, looked up): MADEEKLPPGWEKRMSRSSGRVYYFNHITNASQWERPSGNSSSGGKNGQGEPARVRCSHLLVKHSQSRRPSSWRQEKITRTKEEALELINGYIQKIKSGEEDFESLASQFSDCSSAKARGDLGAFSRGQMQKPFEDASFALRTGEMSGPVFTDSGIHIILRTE
# PGK inhibitor: T. brucei PGK inhibition; PGK/GAPDH coupled, Kinase-Glo luminescence, 60 min; Potency, µM (series often up to 57.5 µM), inactives show at the top dose activity change, negative = inhibition, actives largely listed as inhibitors; 380,000 compounds, 0.043% hits; also: potency is read from the fitted curve at half-maximal effect; % is scaled to controls: 0 for no effect and ±100 for the full control effect; nearly all actives have a fitted effect of over 60% in size
#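 Recombinant glycosomal PGK reaction used 1,3-bisphosphoglycerate generated in-well by GAPDH (100nM final) in 100mM TEA pH 7.6, 5mM MgCl2, 0.01% Tween-20. After 60 minutes at room temperature, ATP was read by Kinase-Glo Plus luminescence end-point.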
# HP1b binding inh: inhibitors of HP1-beta chromodomain binding to methylated histone tails; AID 540317; AlphaScreen HP1-beta / biotin-H3K9me3 peptide binding; P83916; 390,000 compounds, 0.56% hits; Potency, µM (top dose mostly 114 µM), for the others: at the highest dose activity change, negative = inhibition, actives largely listed as inhibitors; also: potency is read from the fitted curve at half-maximal effect; nearly all actives have a fitted effect of over 70% in size; inactives centre near 23
#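 Compound inhibition of the preformed complex between 50 nM HP1-beta and 50 nM biotinylated H3K9me3 peptide was read by AlphaScreen. Buffer was PBS pH 7.4 with 0.01% Tween-20. Incubations ran 30 min at room temperature, with 10 ug/mL donor/acceptor beads.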
# BAZ2B block: blocks human BAZ2B. Q9UIF8. AlphaScreen BAZ2B-H3K14Ac peptide displacement. Potency, µM (top dose mostly 114 µM), for the others: at the highest dose activity change, negative = inhibition, hits mostly inhibitors. 360,000 compounds, 4.4% hits. AID 504333; also: potency is read from the fitted curve at half-maximal effect; % is scaled to controls: 0 for no effect and ±100 for the full control effect; nearly all actives have a fitted effect of over 60% in size
#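 Complex of BAZ2B and biotin-H3K14Ac (50 nM apiece) forms over 30 min at RT, then faces library compounds up to 110 uM for another 30 min; AlphaScreen beads added, 20 min dark incubation, luminescence read.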
# PI4K2A inh: PI4K2A (human) kinase inhibition; AID 1346378; activity change, negative = inhibition, % at 76.9 µM; purified PI4K2A, ADP-Glo luminescence, 1 h; active compounds read low; 420,000 compounds, 0.13% hits; Q9BTU6; in the data active = activity change below about -50%; inconclusive = mostly about -30% to -49%;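 also: -100% = wells without enzyme as full effect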
#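 In this quantitative HTS, ADP production by PI4K2A was quantified luminescently after 1 h at ambient temperature; 100 microM adenosine served as plate-quality control.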
# GLS inh: blocks human kidney-isoform glutaminase activity; 410,000 compounds, 0.21% hits; GLS enzymatic activity, qHTS titration; Potency, µM (highest dose often 45.5 µM), without a hit: at the highest dose activity change, negative = inhibition, hits mostly inhibitors; also: potency is read from the fitted curve at half-maximal effect; % is scaled to controls: 0 for no effect and ±100 for the full control effect
# Target sequence (O94925 whole entry, looked up, canonical isoform): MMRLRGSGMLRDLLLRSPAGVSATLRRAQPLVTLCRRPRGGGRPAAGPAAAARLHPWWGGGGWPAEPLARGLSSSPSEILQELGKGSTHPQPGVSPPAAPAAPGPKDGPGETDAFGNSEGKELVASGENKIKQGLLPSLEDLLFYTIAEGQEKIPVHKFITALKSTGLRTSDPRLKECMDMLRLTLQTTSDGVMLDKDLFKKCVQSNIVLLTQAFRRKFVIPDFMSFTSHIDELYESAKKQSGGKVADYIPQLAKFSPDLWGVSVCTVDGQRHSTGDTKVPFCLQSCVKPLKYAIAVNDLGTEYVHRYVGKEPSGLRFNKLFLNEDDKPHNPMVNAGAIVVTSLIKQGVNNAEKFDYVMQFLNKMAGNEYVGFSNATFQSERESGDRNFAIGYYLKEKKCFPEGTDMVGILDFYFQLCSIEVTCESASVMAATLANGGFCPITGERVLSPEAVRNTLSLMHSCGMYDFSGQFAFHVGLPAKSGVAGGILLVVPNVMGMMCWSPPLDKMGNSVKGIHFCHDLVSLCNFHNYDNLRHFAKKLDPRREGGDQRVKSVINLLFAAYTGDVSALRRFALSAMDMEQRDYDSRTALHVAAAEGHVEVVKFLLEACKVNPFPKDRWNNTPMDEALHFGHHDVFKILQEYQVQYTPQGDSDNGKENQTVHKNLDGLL
#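 hKGA in 45 mM KH2PO4 (pH 8.2), 0.02% Tween-20 with compound, then 1mM L-Glutamine (stock as added) plus glutamate oxidase/HRP/Amplex red coupling mix. Fluorescence read initially and after 30 min at RT; signal change reflects glutamate formation.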
# G9a block: G9a (human) methyltransferase inhibition; Q96KQ7; G9a H3K9 monomethylation, AlphaScreen, 2 h; Potency, µM (series often up to 102 µM), without a hit: at the top dose activity, negative = inhibition, actives largely listed as inhibitors; 350,000 compounds, 8.8% hits; AID 504332; also: potency is read from the fitted curve at half-maximal effect; % is scaled to controls: 0 for no effect and ±100 for the full control effect; nearly all actives have a fitted effect of over 75% in size
# Target sequence (Q96KQ7 913-1193 limits assumed): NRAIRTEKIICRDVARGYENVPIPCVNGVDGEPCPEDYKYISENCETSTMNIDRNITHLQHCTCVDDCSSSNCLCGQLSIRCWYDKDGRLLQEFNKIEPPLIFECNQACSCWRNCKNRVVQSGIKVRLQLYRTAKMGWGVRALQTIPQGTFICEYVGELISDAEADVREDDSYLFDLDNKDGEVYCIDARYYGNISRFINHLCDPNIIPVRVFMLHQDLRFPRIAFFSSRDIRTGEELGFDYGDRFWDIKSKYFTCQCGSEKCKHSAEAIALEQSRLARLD
#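 Quantitative HTS format: methyltransferase activity on a biotin-tagged H3K9 peptide is measured by AlphaScreen, using a rabbit anti-monomethyl-H3K9 antibody with streptavidin donor and anti-IgG acceptor beads. Final levels are 20 nM enzyme, 500 nM peptide, 20 uM SAM; 2 h RT.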
# ERG-DNA inh: blocks human ERG Ets domain binding to DNA | P11308 | fluorescence polarization, His-ERG Ets domain / labelled DNA | Potency, µM (highest dose often 76.9 µM), for inactives: at the top dose FP activity, negative = inhibition, most hits filed as inhibitors | 370,000 compounds, 0.028% hits | AID 624246; active = well fitted inhibition curve with a large enough effect in the polarisation, with a control signal flat; inconclusive = small, poorly fitted or top-dose-only effect, or effect the other way, or a change in a side signal; inactive = no such curve, though single readings can be large or run the other way; the % refers to the polarisation;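 also: polarization taken with two DNA probes labelled with fluorescein and Texas red; potency is read from the fitted curve at half-maximal effect; % of control where 0% means no effect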
#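 His-tagged ERG Ets domain (1 uM in the protein solution; 300mM KCl, 50mM Tris-HCl, 1mM EDTA, 1mM DTT, pH 7.5) received compound, then a probe mix of 5 nM fluorescein-DNA and 100nM Texas-615-DNA. Fluorescence polarization was read for both dyes.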
# JMJD2A Tudor: blocks the human JMJD2A Tudor domain; AlphaScreen JMJD2A-Tudor / H3K4me3 peptide binding; Potency, µM (doses to about 114 µM), without a hit: top-dose activity change, negative = inhibition, hits mostly inhibitors; AID 504339; 390,000 compounds, 4.4% hits; O75164; also: potency is read from the fitted curve at half-maximal effect; % is scaled to controls: 0 for no effect and ±100 for the full control effect; nearly all actives have a fitted effect of over 50% in size
# Numbers without * were called inactive; i = inactive; ? = inconclusive; nt = not tested or not shown; [ ] = another dose, or the depositor's remark. Unless noted, calls follow the shape of the dose curve; as a rule, active = well fitted curve in the direction sought with a large enough effect; inconclusive = small, poorly fitted or top-dose-only effect, or another doubt; inactive = no such curve, though single readings can be large; an effect the other way counts as inactive or inconclusive.
# Value order – GLS inh	Pin1 inhibitor	G9a block	JMJD2A Tudor	ERG-DNA inh	BAZ2B block	PI4K2A inh	PGK inhibitor	HP1b binding inh
O=C(CN(C(=O)CCC(=O)Nc1nccs1)c1ccccc1F)NCc1ccc(F)cc1
    -0.2%	5.4%	16.8%[59 µM]	-11.3%	2.2%	0.5%	3.7	-6.6%	1.7%
Cc1ccc(NC(C)C(=O)N/N=C/c2c[nH]c3ccccc23)cc1 (stereo not drawn)
    2.1%	1.5%	?	?	1.3%	?	-6.2	-8.8%	-14.2%
C=C(C(=O)O)C(CCCCCC)C(=O)O (stereo not drawn)
    13.2%	-29.2%	-5.7%[59 µM]	-21.8%	0.9%	-5.6%	-3.7	1.3%	28.9%
O=C(CS(=O)(=O)Cc1ccccc1)NCc1ccc2c(c1)OCO2
    0.4%	-1.4%	63.0%[activator][59 µM]	1.5%[57.1 µM]	-12.8%	12.4%	4.1	-6.6%	35.7%[activator]
Cc1ccc(C(=O)Oc2cccnc2)cc1[N+](=O)[O-]
    0.0%	0.5%	?	-6.5%	-6.8%	-9.2%	18.0	-4.2%	23.6%
O=C(c1ccc(C(=O)N2CCN(c3ccccc3F)CC2)nc1)N1CCN(c2ccccc2F)CC1
    -8.6%	1.2%	?	79.4µM*	7.7%	-15.9%	3.0	i	9.8%
CCOc1ccc(NC(=O)CSc2nnc(C)n2Cc2ccccc2)cc1
    -4.4%	-0.8%	-9.0%[59 µM]	4.6%	-17.0%	-15.9%	0.4	-4.2%	39.0%[activator]
CC(C)c1ccc(S(=O)(=O)N2CCN(Cc3cccc(F)c3)CC2)cc1
    4.8%	5.5%	?	4.7%	1.3%	16.4%	-3.1	-0.2%	92.9%[activator]
O=C(c1ccc(S(=O)(=O)Nc2cccc(C(F)(F)F)c2)cc1)N1CCC1
    8.3%	4.4%	nt	-8.0%	-3.4%	-10.8%	0.8	-4.0%	23.3%
CCOc1cc(N2CCOCC2)c(OCC)cc1NC(=O)COc1cccc(Cl)c1
    2.6%	-9.7%	?	-9.7%	7.0%	-7.7%	-6.9	i	23.8%
O=C(Nc1ccc(-c2cc(C(F)(F)F)nn2-c2ccccc2)cc1)c1cccc(F)c1
    -10.8%	-17.9%	4.6%[59 µM]	2.6%	1.3%	-7.9%	5.4	nt	26.8%
Cn1c(=O)c2sccc2n(Cc2ccccc2)c1=O
    4.0%	-4.9%	11.9%	-15.6%	9.6%	-0.8%	-0.7	i	16.6%
O=C(c1ccccc1)N1CCN(S(=O)(=O)N2CCCCC2)CC1
    -0.4%	-4.7%	3.4%[59 µM]	-2.9%	3.3%	-4.8%	6.2	3.8%	37.7%
Cc1cccc(C(=O)O[C@@H]2[C@H](Cc3ccccc3)NS(=O)(=O)[C@H]3C[C@@H]4C=C[C@]23O4)c1
    -4.8%	6.9%	-3.8%[2.33 µM]	-17.5%	-9.3%	-37.9%	-4.1	i	23.3%
CCOC(=O)Cn1c(=O)n(Cc2ccc(OC)cc2)c(=O)c2cccnc21
    -0.2%	-0.4%	22.4%	-18.2%	13.5%	2.5%	5.1	1.6%	80.5%[activator]

# (next part)
# Value order – GLS inh	Pin1 inhibitor	G9a block	JMJD2A Tudor	ERG-DNA inh	BAZ2B block	PI4K2A inh	PGK inhibitor	HP1b binding inh
CC[C@@H](C)[C@@H]1CN([C@@H](CN2CCC[C@H]2CN2C(N)=NC[C@H]2C(C)C)C(C)C)C(=N)N1CCCC1CCCC1
    1.0%	0.0%	nt	?	-2.2%	nt	-1.5	4.3%	13.6%
COc1ccc(NC(=O)c2c(NCc3ccc(C)o3)sc3c2CCC(C)C3)c(OC)c1 (stereo not drawn)
    -7.7%	10.6%	15.8µM*	28.2µM*	0.2%	-38.3%	-0.6	-11.9%	-16.8%
CC1CCN(c2[nH]c(=S)c(C#N)c3c2CCCC3)CC1
    2.3%	6.2%	31.6µM*	-5.5%	-2.1%	8.3%	1.6	nt	31.8%
CCCCN(CC)CCNC(=O)CCC(=O)Nc1ccc2nc(N3CCN(C)CC3)cc(C)c2c1
    21.6%	-7.2%	?	-10.3%[11.4 µM]	-6.9%	-28.6%	-1.6	-8.5%	17.6%
C/C(=N\NS(=O)(=O)c1ccc(C)cc1)c1ccc(Br)s1
    21.2%	-7.1%	-8.6%	-7.9%	1.8%	-5.8%	7.3	-2.8%	16.3%
Cc1nn(C)c(N)c1C(O)(c1nccn1C)C(F)(F)F (stereo not drawn)
    18.0%	0.4%	-6.7%[59 µM]	-10.4%	-4.2%	13.8%	-12.5	-0.8%	13.6%
C=CCNC(=O)CSc1nnc(-c2ccncc2)n1CCc1ccccc1
    3.2%	9.1%	-5.2%[59 µM]	-7.0%	8.7%	-6.3%	1.3	-4.8%	24.5%
COC(=O)c1c(-c2ccc(Cl)cc2)noc1N1CCN(c2ccccc2OC)CC1
    -0.7%	-11.8%	13.0%[59 µM]	-12.0%	2.7%	10.0%	-2.6	-1.3%	19.6%[57 µM]
CC1(c2nnc(-c3ccccc3)o2)CC(c2ccccc2)=NO1 (stereo not drawn)
    0.1%	-2.0%	nt	-1.4%	10.6%	nt	2.5	0.6%	53.3%[activator]
Cc1ccc(Cn2nnc3c(=O)[nH]c(C4CCCN(S(=O)(=O)c5ccccc5F)C4)nc32)cc1 (stereo not drawn)
    -16.2%	0.7%	-8.3%	-14.7%	9.5%	3.8%	-3.9	-2.4%	19.2%
Cc1ccc(C)c(NC(=O)c2cnc3sc(N4CCOCC4)nn3c2=O)c1
    6.0%	2.7%	26.1%[59 µM]	-8.3%	10.2%	-7.9%	-3.9	-1.6%	7.8%
O=C(COc1ccccc1F)N1CCCc2ccccc21
    0.9%	5.5%	-14.8%[0.501 µM]	-10.2%	11.3%	24.6%	0.4	i	22.7%
Cc1cccc(OCC(=O)N2CCCc3ccccc32)c1
    -2.0%	-3.4%	15.7%	7.7%	-8.1%	14.2%	3.6	-0.2%	41.7%[activator]
CC1=C(C(N)=O)C(c2ccc(Cl)c(Cl)c2)n2ncnc2N1 (stereo not drawn)
    16.2%	5.1%	8.9%	2.1%	-2.1%	6.6%	2.5	0.3%	20.6%
Cc1cc2c(nn1)CCc1nonc1-2
    -1.0%	-2.9%	-28.0%[59 µM]	4.3%	-1.3%	1.9%	-0.1	0.4%	25.5%

# (listing goes on)
# Value order – GLS inh	Pin1 inhibitor	G9a block	JMJD2A Tudor	ERG-DNA inh	BAZ2B block	PI4K2A inh	PGK inhibitor	HP1b binding inh
O=C(c1cccs1)N(Cc1cc2ccccc2[nH]c1=O)CC1CCCO1 (stereo not drawn)
    -4.8%	-4.4%	16.2%	-5.0%	1.0%	-2.0%	-4.4	6.4%	18.0%
CCOC(=O)N1CCC(NC(=O)Cn2cccc2C(=O)c2ccccc2C)CC1
    2.0%	0.8%	-28.3%[59 µM]	-13.3%	1.4%	-29.3%	4.0	i	22.7%
O=C(Nc1cccc2c1CCCC2)c1cc([N+](=O)[O-])ccc1Cl
    -9.0%	-1.8%	-8.8%[0.501 µM]	-11.9%	-14.3%	-32.0%	-7.0	i	12.8%
CC(C)(C)C(=O)C(Oc1cccc2nonc12)n1cncn1 (stereo not drawn)
    -3.0%	-2.7%	-1.5%	-9.4%	nt	-0.8%	2.6	-5.9%	13.9%
Cc1cc(C)nc(N/N=C/c2c(CO)cnc(C)c2O)n1
    4.5%	-2.5%	-3.0%	89.1µM*	-2.6%	79.4µM*	-1.5	-14.7%	9.1%
CC(=O)c1ccc(OCCCCOc2ccc(C(C)=O)cc2)cc1
    -6.8%	4.6%	nt	9.5%	-5.6%	51.1%[activator]	1.8	-6.3%	37.6%
Cc1ccccc1C(=O)Nc1nnc(S(=O)(=O)N2CCc3ccccc32)s1
    -0.3%	1.9%	-24.0%[59 µM]	-19.4%	4.4%	-38.2%	0.7	-6.1%	22.2%
Cc1cc([N+](=O)[O-])cnc1Sc1nccn1C
    1.8%	-5.2%	17.6%[59 µM]	-9.2%	-9.0%	50.1µM*	-3.7	-4.9%	34.5%
Cc1nnc(SCC(=O)NCCN2C(=O)CSC2=O)s1
    1.5%	10.1%	?	0.7%	3.5%	-1.1%	4.8	6.1%	28.0%
Cc1nnc(SCC(=O)NNC(=O)c2ccc(F)cc2)n1Cc1ccccc1
    6.5%	-0.9%	nt	-14.5%	-2.8%	nt	1.2	i	4.7%[57 µM]
CC(C)(C)c1ccc(Cn2nnc3c(=O)[nH]c(C4CCCN(C(=O)c5cccs5)C4)nc32)cc1 (stereo not drawn)
    -7.2%	3.4%	?	-34.8%	5.7%	-25.2%	4.1	i	-10.2%
CC(=O)Nc1ccc(SCC(=O)NCC2(N3CCCCC3)CCCCC2)cc1
    -7.5%	8.3%	nt	-8.9%	9.4%	nt	-6.4	i	32.9%[activator]
COc1ccc(-c2ccnc3c(Br)c(C)nn23)cc1
    0.0%	-4.2%	62.7%[activator][12.7 µM]	139.9%[activator]	-3.6%	6.6%	-4.8	6.9%	198.8%[activator]
COc1ccc(S(=O)(=O)Nc2ccccc2C(=O)N2CCOCC2)cc1OC
    0.8%	-3.7%	2.8%	1.7%	7.1%	-0.5%	1.9	4.4%	28.6%
Nc1nonc1-n1nnc(C(=O)N/N=C/c2cccc(Cl)c2)c1CSc1ccc(Cl)cc1
    6.6%	15.9%	32.0%[59 µM]	-5.8%	-5.2%	-8.4%	0.8	5.7%	31.0%
